Dyrk1A ADPGlo: rat Dyrk1A kinase inhibitors, primary screen, biochemical, single point, plate reader. Dual specificity tyrosine-phosphorylation-regulated kinase 1A (Rattus norvegicus), Q63470. ADP-Glo luminescence, NFATc1 peptide. inhibition, % at 12.5 µM. actives 0.43% (n = 310,000). AID 504441, 2011; in the data active means inhibition above about 50%;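 further: plate controls were vehicle with enzyme for no effect and no enzyme for full effect; many of its hits are not listed in these tables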
GSK3beta inhib: human GSK3beta kinase inhibitors, primary screen, biochemical, cell-free homogeneous, HTS; Glycogen synthase kinase-3 beta (Homo sapiens), P49841; activity score (negative = inhibition), % at 10 µM; actives 0.038% (n = 300,000); GST-GSK3beta kinase, ADP-Glo luminescence, 60 min; stronger effect = lower value; AID 2097, 2009;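 active means more than half of replicate wells score below -50%, meaning over 50% inhibition versus plate controls; inconclusive means some replicates but at most half score below -50%; inactive means no replicate scores below -50%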;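 further: 0% = median DMSO wells and -100% = median GW8510 positive control wells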
Target sequence (P49841 whole entry, looked up): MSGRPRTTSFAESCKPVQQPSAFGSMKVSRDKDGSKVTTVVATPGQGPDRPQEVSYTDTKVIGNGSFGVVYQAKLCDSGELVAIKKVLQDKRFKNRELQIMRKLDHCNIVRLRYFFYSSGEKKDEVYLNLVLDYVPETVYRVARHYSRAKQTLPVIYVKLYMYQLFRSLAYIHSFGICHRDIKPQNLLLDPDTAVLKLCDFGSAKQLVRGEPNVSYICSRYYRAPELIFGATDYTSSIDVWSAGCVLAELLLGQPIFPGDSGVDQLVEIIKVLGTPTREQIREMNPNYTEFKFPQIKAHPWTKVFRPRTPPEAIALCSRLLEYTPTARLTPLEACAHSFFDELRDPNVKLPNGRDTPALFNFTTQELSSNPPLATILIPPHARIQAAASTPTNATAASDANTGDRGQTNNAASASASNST
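Test system – GST-tagged human GSK3beta kinase, cell-free · Incubation – 60 min enzyme reaction, room temperature · Signal – ADP-Glo luminescence · Also added – peptide substrate and ATP at 25 µM · Controls – DMSO neutral wells and GW8510 at 20 µM as positive · Buffer or medium – Tris/MgCl2 kinase buffer · Measure – Luminescence-derived activity versus plate DMSO and GW8510 wells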
KCNQ1 pot: potentiators or activators of KCNQ1 channel, primary screen, cell-based, thallium flux, high-throughput; CHO-K1 KCNQ1, thallium flux FluxOR fluorescence; stronger effect = higher value; B-score at 10 µM; actives 0.35% (n = 310,000); Potassium voltage-gated channel subfamily KQT member 1 (Homo sapiens), P51787; AID 2648, 2010;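 active means fluorescence ratio B-score, a plate-corrected score, at least three library SD, with initial intensity B-score within 5 SD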
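Schedule – 37 °C overnight plating, 90-min dark dye load, 20-min compound pretreatment · System – stable KCNQ1 CHO-K1 line · Probe or stimulus – thallium- and potassium-containing depolarizing buffer · Measured by – kinetic FluxOR fluorescence, 10 s baseline plus 110 s post-stimulus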
PolyA inhibitor: polyadenylation inhibitors in yeast reporter cells, primary screen, luminescence, S. cerevisiae; S. cerevisiae SKY197-pL101 polyadenylation reporter, beta-gal luminescence; efflux-impaired pdr1/pdr3 knockout yeast; score 100 = 6 SD above DMSO; calls only at 12 µM; actives 0.02% (n = 300,000); AID 1875, 2009;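 active means lowest replicate activity score at least 50, where 100 means six control SD above control mean; inconclusive means lowest score under 50 but half or more replicates reach 50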;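 further: yeast exposed to compound for 9 h at 30 °C; higher score means more reporter readthrough which indicates perturbed polyadenylation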
KCNK9 inh: KCNK9 potassium channel inhibitors, primary screen, HEK293 cells, thallium flux; FluxOR thallium flux fluorescence; stronger effect = lower value; actives 1.2% (n = 310,000); B-score at 10 µM; AID 488922, 2010; Potassium channel subfamily K member 9 (Homo sapiens), Q9NPC2;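 active means ratio B-score over 3 SD below the library mean, with starting fluorescence within 5 SD of its mean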;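 further: negative B-score means less thallium flux so channel inhibition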
KCNK3 block: human KCNK3 channel inhibitors, primary screen, CHO cells, FluxOR thallium flux, B-score | FluxOR fluorescence; stronger effect = lower value | AID 602410, 2012 | actives 0.84% (n = 340,000) | B-score at 10 µM | Potassium channel subfamily K member 3 (Homo sapiens), O14649;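 active means B-score under library mean minus 4 SD, starting fluorescence ratio at most library mean plus 5 SD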;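 further: more negative B-score means stronger inhibition of thallium flux through KCNK3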
GSK3 alpha inh: blockers of GSK3A enzyme activity – biochemical, luminescence, cell-free homogeneous, HTS, primary screen; Glycogen synthase kinase-3 alpha (Homo sapiens), P49840; AID 2650, 2010; inhibition, % at 10 µM; GSK-3 alpha kinase, ADP-Glo luminescence, 60 min; actives 0.1% (n = 320,000);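 in the data active means inhibition above about 50%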;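 further: GST-tagged GSK-3 alpha with peptide substrate and 25 µM ATP; 0% = DMSO neutral wells and 100% = GW8510 positive control wells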
HDAC3 inh: HDAC3 deacetylase inhibitors, primary screen, biochemical, fluorescence, cell-free homogeneous. inhibition, % at 8.3 µM. Histone deacetylase 3 (Homo sapiens), O15379. actives 0.15% (n = 320,000). recombinant HDAC3, fluorogenic peptide/trypsin coupled; in the data active means inhibition above about 26%, passing the limit was not always enough; inconclusive means no clear call, values can overlap the other calls
Target sequence (O15379 whole entry, looked up): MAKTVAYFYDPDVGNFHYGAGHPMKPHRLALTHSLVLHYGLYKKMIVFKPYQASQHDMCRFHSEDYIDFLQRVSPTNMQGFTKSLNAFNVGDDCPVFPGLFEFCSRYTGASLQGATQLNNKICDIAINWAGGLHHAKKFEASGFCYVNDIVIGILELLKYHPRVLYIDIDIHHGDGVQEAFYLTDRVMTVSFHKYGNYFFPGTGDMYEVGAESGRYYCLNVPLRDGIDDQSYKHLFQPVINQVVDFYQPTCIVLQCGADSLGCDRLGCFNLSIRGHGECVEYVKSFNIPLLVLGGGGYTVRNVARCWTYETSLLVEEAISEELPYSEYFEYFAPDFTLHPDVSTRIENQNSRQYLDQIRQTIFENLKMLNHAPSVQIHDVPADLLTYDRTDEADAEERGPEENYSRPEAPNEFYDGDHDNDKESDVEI
hERG rescue: hERG rescue from dofetilide block, primary screen, cell-based, CHO-hERG, FluxOR thallium flux, dofetilide IC70; AID 1511, 2009; actives 0.51% (n = 310,000); dofetilide IC70 present; activation (rescue from dofetilide block), less the hit threshold, % at 10 µM;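 active means activation above the mean of controls blocked by dofetilide plus 5 SD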;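 further: thallium influx through hERG after potassium depolarization seen as dye fluorescence rise; in these data hits start at about 4.7%; inactives centre near -7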
RGS4 pot: RGS4 potentiators or activators, primary screen, cell-based, HEK293 M3R inducible RGS4, calcium flux | carbachol calcium flux Fluo4; stronger effect = lower value | actives 0.92% (n = 310,000) | B-score at 10 µM;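 active means B-score of the integrated calcium signal more than 4 SD below the library mean, with starting fluorescence not abnormally high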;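 further: negative B-score means reduced calcium response which marks RGS4 activation or potentiation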
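test system = HEK293 cells with stable M3R and inducible RGS4 | schedule = recording 10 s baseline at 1 Hz, 100 s post-agonist | technique = Fluo4-AM (2 µM) calcium-flux fluorescence, kinetic read | measure = Agonist-evoked peak-minus-minimum fluorescence over baseline, integrated ratio, B score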
KCNQ1 inh: inhibitors of human KCNQ1 channel, primary screen, cell-based, thallium flux, high-throughput; Potassium voltage-gated channel subfamily KQT member 1 (Homo sapiens), P51787; CHO-K1 KCNQ1, FluxOR thallium flux fluorescence; stronger effect = higher value; B-score at 10 µM; actives 1.3% (n = 310,000); AID 2642, 2010;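 active means compounds whose thallium flux B-score, printed positive for inhibition, exceeds three library SD while starting fluorescence stays within three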;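 further: channel opened by potassium depolarization with thallium stimulus after 20 min compound exposure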
* = called active by the depositor; i = inactive; ? = inconclusive; · = not tested or not shown; & = joins results of further samples.

SMILES | KCNQ1 inh | Dyrk1A ADPGlo | RGS4 pot | HDAC3 inh | KCNK9 inh | GSK3beta inhib | hERG rescue | PolyA inhibitor | GSK3 alpha inh | KCNK3 block | KCNQ1 pot
CCC(CNC(=O)c1c(C)nn(-c2ccccc2)c1Cl)c1ccccc1 (configuration not stated) | i | -7 | i | 10 | i | -23 | -8 | i | -2 | i | i
Cc1ccc(NS(=O)(=O)c2ccc(C)c(C(=O)N3CCN(C)CC3)c2)cc1 | i | 5 | i | -7 | i | 0 | -2 | i | -1 | i | i
CSCCC(C)N1CCC(Oc2ccc(C(=O)N3CCCC3)cc2)CC1 (configuration not stated) | i | · | i | 3 | i | -1 | -10 | i | -2 | i | i
Cc1ccccc1C1C(C#N)=C2NC(=O)c3c(sc4c3CCCCC4)N2C2=C1C(=O)CC(C)(C)C2 (configuration not stated) | i | · | i | 6 | i | -3 | -2 | i | -4 | · | i
Cc1cc(C)n2nc(C(=O)NCc3ccco3)cc2n1 | i | -2 | i | -9 | i | -1 | -9 | i | 1 | i | i
O=C(CCC(=O)Nc1ccccc1)N/N=C/c1ccco1 | i | 1 | i | 3 | i | -1 | -3 | i | 2 | i | i
COc1ccc(-c2cc(C(=O)N/N=C/c3cc(OC)c(OC)cc3OC)c3ccccc3n2)cc1 | i | · | i | -4 | i | 3 | -14 | i | -2 | i | i
CN(Cc1ccc(OCC(O)CN(C)Cc2ccccc2)cc1)Cc1nccn1C (configuration not stated) | i | 1 | i | 2 | i | 1 | -3 | i | -2 | i | i
Cc1ccc(C(C(=O)NCC2CCCO2)N(C(=O)c2snc(C(N)=O)c2N)c2ccc(F)cc2)o1 (configuration not stated) | i | -2 | i | 2 | i | -2 | -6 | i | -1 | i | i
CCCCNC(=O)/C(C#N)=C/c1ccc(C(=O)OC)cc1 | i | 10 | i | -3 | i | 1 | -7 | i | 2 | i | i
COc1ccccc1N1CCN(CC(=O)NCc2ccc(Cl)cc2)CC1 | i | -2 | i | -4 | i | 0 | -6 | i | 0 | i | i
COc1cccc(NC(=O)CSc2c3c(nc4ccccc24)CCCC3)c1 | i | 9 | i | -4 | i | 9 | -11 | · | -2 | i | i
CN(C)c1ccc(-c2nnn(CC(=O)Nc3ccccc3N3CCOCC3)n2)cc1 | i | -1 | i | -1 | i | 2 | -8 | i | -4 | i | i
Cc1cccc(N2C(=O)N3[C@H](c4ccc(Cl)cc4)[C@@H]4C(=O)N(C5CCCCC5)C(=O)[C@@H]4[C@]3(Cc3ccc(Cl)cc3)C2=O)c1 | i | -1 | i | -6 | i | 3 | -5 | i | 3 | i | i
Cc1c(-c2ccc(Br)cc2)[n+](=O)c2c(n1[O-])CCCCC2 | i | -6 | i | 4 | i | -5 | -8 | i | -1 | i | i
NC(=O)Cc1ccc(C(=O)c2ccc(F)cc2)s1 | i | 4 | i | -3 | i | 1 | -1 | i | -1 | i | i
COc1ccc(CC(=O)Nc2ccccc2N2CCOCC2)cc1OC | i | 1 | i | 1 | i | 2 | -8 | i | 0 | i | i
CCn1c(SCC(=O)N2CCC(C)CC2)nc2c(c1=O)SCC2 | i | -1 | i | · | i | 2 | -9 | i | 1 | i | i
Cc1cccc2sc(NC(=O)[C@@H]3CCCN3C(=O)c3cccs3)nc12 | i | 1 | i | 8 | i | 0 | -6 | i | 3 | i | i
O=C(COC(=O)c1cncc(Br)c1)Nc1nc(-c2ccc(F)cc2)cs1 | i | 0 | i | -6 | i | 6 | -14 | i | 3 | i | i
CN(C)S(=O)(=O)c1cccc(NC(=S)Nc2ccc3cn[nH]c3c2)c1 | i | · | i | -7 | i | -1 | -14 | i | 22 | i | i
Cc1ccc(S(=O)(=O)NCCN2CCNC2=O)cc1 | i | · | i | 6 | i | 0 | -4 | i | -2 | i | i
Cc1ccc(NC(=O)CN2C(=O)S/C(=C\C(=O)Nc3ccc(Cl)cc3)C2=O)cc1 | i | -3 | i | 14 | i | 0 | -5 | i | -2 | i | i
COC(=O)c1sc(C(F)(F)F)c(-c2ccccc2)c1S(=O)(=O)N1CCCC1 | i | -4 | i | 5 | i | -1 | -8 | i | 0 | i | i
CCOc1ccccc1NC(=O)CSc1nnc(CNC(=O)c2cccs2)o1 | i | -1 | i | ? | i | · | -6 | i | -1 | i | i
CC(=O)c1ccc(NC(=O)CN2CCC(C(=O)c3ccc4c(c3)OCCO4)CC2)cc1 | i | 2 | i | 6 | i | 0 | -2 | i | -4 | i | i
Cn1c(SCC(=O)N2CCOCC2)nc2sc3c(c2c1=O)CCCC3 | i | 8 | i | -5 | i | 3 | -14 | i | 2 | i | i
CCOc1ccc(CC(=O)N/N=C(\C)c2cccnc2)cc1 | i | -1 | i | -1 | i | -4 | -6 | i | 0 | i | i
COc1ccccc1/C=C\C(=O)NCC(=O)N/N=C(\C)Cc1ccccc1 | i | 9 | i | -1 | i | 2 | -12 | i | 0 | i | i
CC(=O)Nc1ccccc1OCCOc1ccc(Br)cc1 | i | · | i | 3 | i | -2 | -3 | i | 0 | -12* | i
Cc1cc(NC(=O)CCC(=O)N(c2cccc(F)c2)C(C(=O)NC2CCCC2)c2ccncc2)no1 (configuration not stated) | i | -1 | i | 8 | i | 1 | -10 | i | 0 | i | i
COC(=O)Nc1ccc(S(=O)(=O)N2CCC(C(=O)NC3CCCCC3)CC2)cc1 | i | -2 | i | -4 | i | 1 | -9 | i | 1 | i | i
Cc1ccc(NC(=O)C2(c3ccccc3)CCOCC2)c([N+](=O)[O-])c1 | i | -9 | i | 5 | i | -1 | -7 | i | -6 | i | i
CCCCN(C)CCNC(=O)c1c[nH]c2ccc(S(=O)(=O)N(CC)CC)cc2c1=O | i | -2 | i | 0 | i | 3 | -13 | i | -2 | i | i
CCOc1ccc2nc(SCC(=O)Nc3ccc(S(=O)(=O)N4CCCC4)cc3)c(C)cc2c1 | i | -7 | i | -4 | i | -3 | -15 | i | 4 | i | i
COc1ccc(NC(=O)N2CCCc3cccc(C)c32)cc1 | i | 1 | i | -2 | i | -2 | -7 | i | -2 | i | i
O=C1CCC(=O)N1CC1CC2CCC1C2 (configuration not stated) | i | 0 | i | 1 | i | 2 | -2 | i | -3 | i | i
Cc1cccc(-c2nnc3sc(-c4ccccc4)nn23)c1 | i | 3 | i | 4 | i | 0 | -8 | i | 3 | i | i
COC(C[C@H]1O[C@@H]1[C@H](O)[C@H](C)OCc1ccccc1)OC | i | 2 | i | -8 | i | -4 | -5 | i | -5 | i | i
C/C(=C\C(=O)c1ccc(Cl)cc1Cl)N(C)C | i | -5 | i | -4 | i | 1 | -16 | i | 1 | i | i
O=C(NCc1ccccc1)c1cccc(S(=O)(=O)N2CCCCC2)c1 | i | 0 | i | -4 | i | · | -13 | i | 5 | i | i
COc1cccc(-c2cc(C(=O)N3CCN(c4ncccn4)CC3)c3ccccc3n2)c1 | i | -3 | -7* | 5 | i | -1 | -21 | i | -4 | i | i
Cc1nnc(SC(C)C(=O)Nc2ccc3c(c2)OCCO3)s1 (configuration not stated) | i | · | i | 7 | i | 3 | -10 | i | -1 | i | i
CCOc1ccc(C(=O)c2nc3c(n2O)CCCCC3)cc1 | i | -4 | i | 12 | i | 1 | -1 | i | -13 | i | i
O=C(NCCCl)NNC(=O)c1cc2ccccc2cc1O | i | 1 | i | · | i | 1 | -19 | i | -4 | i | i
CCCC(=O)Nc1ccc(Cl)c(NC(=O)c2ccc(Br)o2)c1 | i | 9 | i | 0 | i | 0 | -10 | i | -2 | -9.3* | i
COc1cccc(N2C(=O)CC(N3CCC(c4nc5ccccc5[nH]4)CC3)C2=O)c1 (configuration not stated) | i | 4 | i | -3 | i | 1 | -23 | i | 2 | i | i
COc1cc(C(=O)NCC2CCCO2)ccc1OCc1ccccc1 (configuration not stated) | i | -1 | i | 5 | i | -4 | -9 | i | -1 | i | i
O=C(NCC(=O)N(c1cccnc1)C(C(=O)NC1CCCCC1)c1cccnc1)c1ccco1 (configuration not stated) | i | 0 | i | -1 | i | 1 | -6 | i | -3 | i | i
COC(=O)c1nc(NC(=O)c2ccc(F)cc2)n[nH]1 | i | · | i | · | i | 2 | -10 | i | · | i | i
COc1ccc(NS(=O)(=O)c2cccc(C(=O)NCC(c3ccco3)N3CCCC3)c2)cc1 (configuration not stated) | i | 3 | i | 1 | i | 1 | -12 | i | -1 | i | i
Cc1cc(C)c(C(=O)CSc2nc3ccccc3c(=O)[nH]2)cc1C | i | 1 | i | 3 | i | 1 | -3 | i | 1 | i | i
COc1cc(/C=N/NC(=O)c2ccncc2)ccc1O | i | 7&-4 | i | 16&7 | i | -2&3 | -6&-6 | i | 1&3 | i | i
CCOc1ccc(CN(C)C(=O)[C@H](C)NC(=O)c2ccco2)cc1OC | i | 0 | i | -4 | i | 0 | -4 | i | -1 | i | i
CC(Nc1cc(N2CCNCC2)ccc1[N+](=O)[O-])c1ccccc1 (configuration not stated) | i | 1 | i | 8 | i | 0 | -9 | i | -1 | i | i
CCCCN(C)S(=O)(=O)c1ccc(C(=O)N(CCN(C)C)c2nc3ccc(C)cc3s2)cc1 | i | -1 | i | 2 | i | 1 | -19 | i | -1 | i | i

Source: PubChem

This is a subset; count on the stated rates, not on these rows.
